# Screening data: PubChem BioAssay, Sanford-Burnham Center for Chemical Genomics
# MKP-3 inhibition – MKP-3 phosphatase inhibitors, primary screen, biochemical, rat enzyme, in vitro (AID 425). recombinant MKP-3 phosphatase activity, fluorescence; higher % means a stronger effect. one-dose inhibition, % at 20 µM; IC50 in µM for titrated hits. 110,000 tested, 0.17% active; in the data active means inhibition above about 50%;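 further: plate controls were vehicle for no effect and reference inhibitor for full effect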
# Hsp70 displacement – small molecules displacing fluorescent ligand from Hsp70 – biochemical, fluorescence polarization, primary screen (AID 583) | displacement, % at 20 µM; hits with a dose series show IC50 in µM | 140,000 tested, 0.06% active | Hsp70 fluorescence polarization probe displacement, mP; higher % means a stronger effect; in the data active means displacement above about 50%;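 further: plate controls were vehicle for no effect and reference ligand for full effect; a part of the inactive calls stands beside numbers as strong as those of hits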
# An asterisk follows results filed as active; / = no result given. Only part of the results is shown; rates above refer to the full screens.
SMILES,MKP-3 inhibition,Hsp70 displacement
O=C(CC1(O)C(=O)N(Cc2ccc3c(c2)OCO3)c2ccccc21)c1ccccc1 (stereo not given),-18%,3.0%
CCOCCCNS(=O)(=O)c1ccc2c(c1)OCCO2,1%,4.6%
CC(C)(C)C(=O)Nc1c2c(nc3c1CCC3)CCCC2,-14%,2.8%
O=C(CSc1nc2ccccc2o1)c1ccc(-c2ccccc2)cc1,-3%,3.6%
CCn1c(O)c(N=NC(=O)c2ccccc2Cl)c2ccccc21,2%,0.0%
O=c1c(-c2ccccc2)c(O)c2cccc3c2n1CCC3,-9%,0.2%
COc1ccc(OCCc2nnc(N)s2)cc1,/,-3.6%
O=[N+]([O-])c1cnc(N2CCN(Cc3ccccc3)CC2)c([N+](=O)[O-])c1,1%,-4.0%
CCCn1nnnc1SCC(=O)c1ccc(NC(C)=O)cc1,4%,1.7%
CN(C)CCCNCCCCNC(=O)/C=N/O,-4%,-0.4%
CC(C)CNC(=O)CN(c1ccccc1)S(=O)(=O)c1ccccc1[N+](=O)[O-],-5%,9.9%
COc1ccc(N2C(=O)C3CCCN3C2c2ccc(C)o2)cc1Cl (stereo not given),4%,-2.2%
CCN(CC)C(=O)c1ccccc1NC(=O)c1ccccc1Cl,0%,-2.4%
CCNc1nc(N)c(C(=O)c2ccc(Cl)s2)s1,-1%,-5.0%
C=CCn1cc(F)c(=O)n(CC(C)C)c1=O,2%,-2.3%
Cc1cccc(-n2c(-c3ccccc3)nc3c(cnn3-c3ccccc3)c2=O)c1,0%,4.2%
COc1ccc(C(=O)NCc2nnc(SCC(=O)N3CCC(C)CC3)o2)cc1OC,-13%,/
Cc1cc(C)c2c(c1)NC(=O)C2(O)CC(=O)c1cccs1 (stereo not given),4%,3.0%
S=C(c1ccc2c(c1)OCO2)N1CCCCC1,/,-3.3%
CCC(C)NC(=O)CN(c1ccc(OC)cc1)S(=O)(=O)c1ccccc1 (stereo not given),2%,-2.1%

# Some of these compounds in order of the Hsp70 displacement value, lowest first.
SMILES	MKP-3 inhibition	Hsp70 displacement
COc1ccc(OCCc2nnc(N)s2)cc1	/	-3.6%
CCn1c(O)c(N=NC(=O)c2ccccc2Cl)c2ccccc21	2%	0.0%
Cc1cccc(-n2c(-c3ccccc3)nc3c(cnn3-c3ccccc3)c2=O)c1	0%	4.2%

# Further records.
SMILES,MKP-3 inhibition,Hsp70 displacement
COc1ccc(/C(N)=N/OC(=O)c2cccc(Cl)c2)cc1,1%,-2.4%
Cc1cccc(OCCc2nnc(N)s2)c1C,5%,13%
O=[N+]([O-])c1ccccc1N/C(=N/S(=O)(=O)c1ccc(Cl)cc1)c1ccccc1,-1%,7.2%
CC(C)CN(C(=O)CSc1nnc2c(Cl)cc(C(F)(F)F)cn12)C1CCS(=O)(=O)C1 (stereo not given),-16%,-1.9%
Cc1cc(NC(=O)Nc2ccccc2)no1,0%,2.6%
O=C(/C=C/c1ccccc1)CC(O)(c1ccccc1)C(F)(F)C(F)F (stereo not given),/,-0.1%
Cc1ncsc1CCOC(=O)C12CC3CC(CC(C)(C3)C1)C2,0%,0.5%
O=C(c1ccc(S(=O)(=O)N2CCCC2)cc1)N1CCN(c2ccccc2)CC1,1%,-1.7%
CC1(C)Cc2ccccc2-c2c[nH]c(=O)n21,5%,3.2%
CC(C)OCCCNC(=O)c1ccc(NS(C)(=O)=O)cc1,-6%,-0.8%
COc1cccc(N(CC(=O)N2CCN(c3ccccc3OC)CC2)S(C)(=O)=O)c1,/,-0.9%
O=C(Nc1ccc(Cl)cc1)Nc1nnc(C23CC4CC(CC(C4)C2)C3)s1,0%,0.7%
C=CCOc1ccc(C=C2C(=O)NC(=S)NC2=O)cc1OC,1%,1.8%
O=C(COc1ccc(S(=O)(=O)NC2CCCCC2)cc1)NCC1CCCO1 (stereo not given),-6%,4.5%
COc1ccc(C2=Nc3ccccc3NC(C)(c3ccc(OC)cc3OC)C2)c(OC)c1 (stereo not given),0%,0.7%
CCOc1ccc(C(C)(C)C)cc1S(=O)(=O)N1CC(C)OC(C)C1 (stereo not given),-16%,-0.2%
O=C1N=c2ccccc2=C1N=Nc1nc(O)c(-c2c(O)[nH]c3ccccc23)s1,10%,27%
O=C(CN1CCN(c2ccccc2)CC1)Nc1c(C(=O)C2CC2)oc2ccccc12,/,-2.5%
CCCn1c2ccccc2c2nnc(SC(CC)C(=O)Nc3cc(C)on3)nc21 (stereo not given),/,0.1%
Cc1ccc(C)c(S(=O)(=O)N2CC(=O)Nc3ccccc32)c1,-12%,1.6%
CCOc1nc(-c2ccc(OC)cc2)ccc1-c1noc(C)n1,-8%,-1.5%
O=C(O)C1C2C=CC(O2)C1C(=O)Nc1ccc2c(c1)OCCO2 (stereo not given),-3%,9.5%
COc1ccccc1/C=N/NC(=O)COc1c(Br)cc(Br)cc1Br,-2%,1.1%
CC1Cc2ccccc2N1C(=O)CSc1nc2ccccc2o1 (stereo not given),-1%,-4.4%
CCOC(=O)N1CCN(C(=O)c2cccn3c(=O)c4sccc4nc23)CC1,-4%,2.9%
O=C(C1CCCN(S(=O)(=O)c2cnc[nH]2)C1)N1CCN(Cc2ccccc2)CC1 (stereo not given),-6%,0.7%
CCOC(=O)COc1ccc(/C=C(\C#N)c2nc3ccccc3[nH]2)cc1OC,0%,-1.8%
CC(C)CNC(=O)c1cccc(NC(=O)C(c2ccccc2)c2ccccc2)c1,4%,0.9%
Cc1ccc(-c2nnn(CC(=O)N(CCO)C(C(=O)NC(C)(C)C)c3ccncc3)n2)cc1 (stereo not given),-8%,-5.7%
Cc1cc2c(C(C)C)c(O)c(O)c(C=O)c2c(O)c1-c1c(C)cc2c(C(C)C)c(O)c(O)c(C=O)c2c1O,/,49%
Cc1ccc(CNC(=O)C2CCN(S(=O)(=O)c3c(C)noc3C)CC2)cc1,-6%,1.9%
Cc1nc(N)sc1C(=O)N/N=C/c1ccc(O)cc1,4%,5.0%
O=C(CC1Sc2ccccc2NC1=O)Nc1ccc([N+](=O)[O-])cc1 (stereo not given),0%,5.2%
N#CC(C#N)=c1ccc2c(c1)N1C3=C(CCCC3)CC3CCCCC31N=2 (stereo not given),-4%,3.6%
CS(=O)(=O)N(CC(=O)Nc1ccc(Cl)cc1)c1cccc(C(F)(F)F)c1,5%,-0.7%
COCCn1c(N)c(C(=O)NCC2CCCO2)c2nc3ccccc3nc21 (stereo not given),5%,3.8%
CCCOc1ccc(-c2cc(C(=O)NCC3CCCO3)c3ccccc3n2)cc1 (stereo not given),1%,1.5%
Cc1cc(C)c(NS(=O)(=O)c2cc([N+](=O)[O-])ccc2Cl)c(C)c1,0%,0.1%
O=C(NC1c2ccccc2-c2ccccc21)N1CCCCC1,-6%,-0.1%
CC(C)c1ccc2c(c1)C(=O)NC(C)(C)C2,-2%,4.0%
CC1=C(C(=O)OCc2ccc3c(c2)OCO3)C(c2ccc(Cl)cc2)NC(=O)N1 (stereo not given),-14%,1.2%
N#Cc1c(/N=C/c2cc(Br)cc(I)c2O)sc2c1CCCC2,1%,1.9%
Cc1cc(C)c(/C=N/NS(=O)(=O)c2ccc(Cl)cc2)c(C)c1,2%,0.0%
COc1ccc(C(NC(C)=O)c2c(OC(C)=O)ccc3ccccc23)cc1 (stereo not given),2%,-2.8%
COc1cc(S(=O)(=O)NCc2cccnc2)ccc1F,/,11%
O=C(CCn1c(=O)oc2ccccc21)Nc1ccon1,/,-1.6%
CCCS(=O)(=O)N1CCC(C(=O)NCCCOC(C)C)CC1,-7%,-4.0%
COc1ccc(NC(=O)CN(c2cccc(Cl)c2)S(C)(=O)=O)c(OC)c1,0%,-3.6%
CC(Nc1nc(N2CCCC2)nc2ccccc12)c1ccccc1 (stereo not given),7%,-1.1%
CSCCC(C(=O)O)N1C(=O)/C(=C/c2cccc(O)c2)SC1=S (stereo not given),-1%,-0.5%
C=CCn1c(O)c(C(CC)=Nc2ccccc2NC(=O)CC)c(=O)[nH]c1=O,1%,-1.5%
O=C(O)CCCCCN1C(=O)C(=O)/C(=C(/O)c2ccc(Cl)cc2)C1c1ccc(F)cc1 (stereo not given),1%,-1.0%
C=CCOc1ccc(/C=N/NC(=O)C(=O)NCc2ccccn2)cc1,1%,0.8%
Cc1sc2nc(C(C)(C)C)oc(=O)c2c1C,/,-3.2%
O=C(Nc1ccccn1)C1COc2ccccc2O1 (stereo not given),/,-4.2%
O=C(/C=C/c1ccc(Cl)cc1)Nc1ccc2c(c1)OCO2,1%,1.1%
O=C(c1cnn2ccccc12)N(Cc1ccco1)C1CCCC1,-3%,-2.6%
O=C(CSc1nnc(-c2ccccc2)n1C1CCCCC1)N1CCCC1,-8%,1.9%
NC(=O)c1cc[n+](CC2=C(C(=O)O)N3C(=O)[C@@H](NC(=O)C(c4ccccc4)S(=O)(=O)[O-])[C@H]3SC2)cc1 (stereo not given in full),/,-1.4%
CCc1nc(NCCCN2CCOCC2)c2oc3ccccc3c2n1,-1%,-5.6%
# The list continues.
SMILES,MKP-3 inhibition,Hsp70 displacement
CCOC(=O)N1CCC(Nc2c(Nc3cccc(CC)c3)c(=O)c2=O)CC1,0%,1.2%
CCn1c(C2CC(=O)N(c3ccc(C)c(C)c3)C2)nc2ccccc21 (stereo not given),-9%,-9.9%
Cc1cc(C)cc(NC(=O)CN(C)S(=O)(=O)c2cccc3nsnc23)c1,-5%,2.0%
Cc1cccc(-c2nnc(SCc3nc4ccccc4[nH]3)n2Cc2ccco2)c1,-7%,-0.5%
C/C(=N\O)c1ccccc1C(=O)O,-5%,-5.9%
N#Cc1c(NC(=O)CSc2n[nH]c(Cc3ccccc3)n2)oc(-c2ccccc2)c1-c1ccccc1,-2%,-3.0%
COc1ccc(OC)c(-n2nnnc2SCC(=O)NCCc2ccccc2)c1,-5%,-2.2%
Cc1nc(-c2coc3c(CN(C)C)c(O)ccc3c2=O)cs1,/,-0.3%
Cc1cc(C)n(CC(=O)N2c3ccccc3Sc3ccccc32)n1,-1%,-19%
CCOc1ccc(S(=O)(=O)N2CCN(C(=O)c3cccn3C)CC2)cc1,4%,-1.3%
Cc1ccc(-c2cc(C(F)(F)F)n3ncc(C(=O)N4CCCc5ccccc54)c3n2)cc1,/,0.9%
CCOc1ccc(N=Cc2cccc(C)c2O)cc1,-2%,-2.0%
CC(c1ccco1)N(C(=O)c1cccs1)c1ccccn1 (stereo not given),-11%,1.3%
Cc1ccc(CSCCNS(C)(=O)=O)cc1,5%,-0.1%
Cc1nc(SCC(=O)c2ccccc2)c(C#N)c(C)c1C,0%,-2.6%
O=C1OC(N2CCN(C(=O)C3CCCO3)CC2)c2ccccc21 (stereo not given),-8%,4.2%
CC1=NN(C(=N)c2ccccc2)C(O)(c2ccccc2)C1 (stereo not given),0%,4.4%
CCCCc1n[nH]c2c1C(=O)CC(C)(C)C2,-8%,5.2%
O=C(Nc1ccccc1Cl)c1cc(S(=O)(=O)N2CCCC(C(=O)O)C2)ccc1F (stereo not given),8%,9.3%
COc1ccc(C(=O)Nc2ccc(F)cc2F)cc1OC,/,6.3%

# As a working copy, 16 of the compounds above:
SMILES,MKP-3 inhibition,Hsp70 displacement
COc1cccc(N(CC(=O)N2CCN(c3ccccc3OC)CC2)S(C)(=O)=O)c1,/,-0.9%
O=C(Nc1ccc(Cl)cc1)Nc1nnc(C23CC4CC(CC(C4)C2)C3)s1,0%,0.7%
C=CCOc1ccc(C=C2C(=O)NC(=S)NC2=O)cc1OC,1%,1.8%
O=C(COc1ccc(S(=O)(=O)NC2CCCCC2)cc1)NCC1CCCO1 (stereo not given),-6%,4.5%
COc1ccc(C2=Nc3ccccc3NC(C)(c3ccc(OC)cc3OC)C2)c(OC)c1 (stereo not given),0%,0.7%
CCOc1ccc(C(C)(C)C)cc1S(=O)(=O)N1CC(C)OC(C)C1 (stereo not given),-16%,-0.2%
O=C1N=c2ccccc2=C1N=Nc1nc(O)c(-c2c(O)[nH]c3ccccc23)s1,10%,27%
O=C(CN1CCN(c2ccccc2)CC1)Nc1c(C(=O)C2CC2)oc2ccccc12,/,-2.5%
CCCn1c2ccccc2c2nnc(SC(CC)C(=O)Nc3cc(C)on3)nc21 (stereo not given),/,0.1%
Cc1ccc(C)c(S(=O)(=O)N2CC(=O)Nc3ccccc32)c1,-12%,1.6%
CCOc1nc(-c2ccc(OC)cc2)ccc1-c1noc(C)n1,-8%,-1.5%
O=C(O)C1C2C=CC(O2)C1C(=O)Nc1ccc2c(c1)OCCO2 (stereo not given),-3%,9.5%
COc1ccccc1/C=N/NC(=O)COc1c(Br)cc(Br)cc1Br,-2%,1.1%
CC1Cc2ccccc2N1C(=O)CSc1nc2ccccc2o1 (stereo not given),-1%,-4.4%
CCOC(=O)N1CCN(C(=O)c2cccn3c(=O)c4sccc4nc23)CC1,-4%,2.9%
O=C(C1CCCN(S(=O)(=O)c2cnc[nH]2)C1)N1CCN(Cc2ccccc2)CC1 (stereo not given),-6%,0.7%

# Other results
SMILES,MKP-3 inhibition,Hsp70 displacement
COc1cc(/C=C2/SC(=S)N(C)C2=O)ccc1OC(=O)c1ccccc1Cl,2%,-1.8%
CCOc1cc(C2NC(=S)NC(C)=C2C(=O)Nc2ccc(C)cc2)ccc1O (stereo not given),2%,0.0%
COCCOc1nc2c(c(=O)n(C)c(=O)n2C)n1CCc1ccccc1,8%,2.6%
Cc1ccc(NC(=O)CN2CC(C)SC2=NC2CCCCC2)cc1 (stereo not given),-5%,-0.7%
OCCNc1nc(Nc2ccccc2)nc(Nc2ccccc2)n1,-5%,3.3%
O=C(c1nn2c(c1Cl)NC(c1ccc(Cl)cc1)CC2C(F)(F)F)N1CCN(c2ccccc2)CC1 (stereo not given),5%,/
COc1ccc(-n2cnnn2)c(OC)c1,2%,-3.5%
COCCN(C(=O)Cc1cccs1)c1nnc(-c2cccnc2)s1,-6%,-2.8%
CCCC(=N)C1=C(O)CC(CC(C)SCC)CC1=O (stereo not given),-2%,3.0%
COC(=O)c1cnn2c(C)c(Cc3cccc(F)c3)c(C)nc12,-2%,-2.7%
Cc1ccc(NC(=O)N2CCCC2C(=O)NCCc2ccccc2)cc1 (stereo not given),-5%,-0.7%
CN(C)C(=O)N1CCN(C(=O)c2ccccc2Sc2ccccc2C#N)CC1,-4%,-3.1%
